# ASAP1 inh: blocks human ASAP1-stimulated Arf1 GTP hydrolysis; Q9ULH1; GDP FP detection; inhibition, % at 16.5 µM; hit rate 0.19% among 360,000; AID 624377; in the data active = inhibition above about 25%;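 also: 0% = vehicle with enzyme and substrate and 100% = no enzyme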
# PG9 Ab binder: PG9 antibody binding by small molecule | TR-FRET gp120-PG9 antibody binding | inhibition, % at 6.7 µM | hit rate 0.43% among 360,000 | AID 624416; in the data active = inhibition above about 8.5%
# SMARCA2 act: increases SMARCA2 function in MMTV reporter cells; activation, % at 9.1 µM; hit rate 1% among 370,000; MG213 cells, MMTV-luciferase reporter, dexamethasone, overnight; in the data active = activation above about 7.8%;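 also: 0% = vehicle wells and 100% = reference activator wells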
# rCAG binder: r(CAG) repeat RNA binding | TO-PRO-1 dye displacement fluorescence | inhibition, % at 3 µM | hit rate 1.3% among 370,000;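 active = inhibition above the plate cutoff, the mean of all test compounds on that plate plus 3 SD, cut at about 35% in these data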;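 also: 0% = DMSO alone and 100% = 100 µM mitoxantrone as full dye displacement; higher means more dye released from RNA so lower well fluorescence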
# GC-B act: GC-B (human) receptor activation | HEK293-GC-B cells, CNP EC30, cGMP TR-FRET; 0% at EC30 CNP, 100% saturating CNP | P20594 | activation, % at 10 µM | hit rate 0.11% among 370,000;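 active = activation at 10 µM reaching about 35% in either raw or pattern-adjusted values, limit read from the data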
# ARFGAP1 inh: rat ARFGAP1 inhibition; Arfgap1-stimulated ARF1 GTP hydrolysis, GDP FP detection; Q62848; inhibition, % at 16.5 µM; hit rate 0.26% among 360,000;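 active = inhibition above a per-plate limit, mean inhibition of low control wells plus 3 SD, cut at about 25% in these data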;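 also: 0% = DMSO wells with enzyme and 100% = wells lacking Arfgap1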
#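 Assay system: Rat Arfgap1 GAP domain (His6, aa 1-136), purified enzyme | Buffer or medium: HEPES 25 mM pH 7.5, NaCl 150 mM, MgCl2, DTT | Schedule: GTP hydrolysis reaction 2 h at 25 °C | Signal: FP of antibody-bound GDP Alexa 633 tracer, ex 620/em 688 nm | Measure: Percent inhibition of Arfgap1-stimulated GTP hydrolysis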
# HTRA1 inhibitor: HTRA1 (human) protease inhibition. Q92743. AID 504803. recombinant HTRA1, FP-rhodamine activity-based probe, fluorescence polarization. hit rate 0.5% among 340,000. inhibition, % at 5.96 µM; in the data active = inhibition above about 36%;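 also: 0% = enzyme with DMSO and 100% = wells lacking enzyme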
# NR1D1 modulator: modulates human Rev-erb alpha binding to DNA; P20393; Rev-erbα–FITC-DNA binding, fluorescence polarization, 90 min; activity, % at 10 µM; hit rate 0.79% among 370,000; AID 1259318;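 active = activity above about 14%, limit read from the data; passing the limit was not always enough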;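 also: 0% = DMSO wells with 35 nM protein and 100% = DMSO wells with 750 nM protein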
# mABHD4 FP: inhibitors of mouse ABHD4. Q8VD66. purified mABHD4, FP-Rh probe fluorescence polarization. inhibition, % at 8.92 µM. hit rate 0.54% among 370,000;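 active = inhibition exceeding the mean over every tested compound plus 3 SD, cut at about 30% in these data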;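 also: 0% = plate median of compound wells and 100% = S159A mutant with DMSO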
#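 Assay system: wild-type mouse ABHD4 protein; compound: single nominal dose of 8.92 µM, 0.89% DMSO final; schedule: 45 min + 60 min at 25 °C; measured by: FP readout, ex 525 nm / em 598 nm; evaluation: % inhibition of FP-Rh probe binding versus controls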
# GC-A act: GC-A (human) enzyme activation | AID 1671463 | hit rate 0.14% among 370,000 | HEK293 GC-A cells, cGMP TR-FRET, EC30 ANP; 0% at EC30 ANP, 100% saturating ANP | activation, % at 10 µM; in the data active = activation above about 40%
# Target sequence (P16066 whole entry, looked up): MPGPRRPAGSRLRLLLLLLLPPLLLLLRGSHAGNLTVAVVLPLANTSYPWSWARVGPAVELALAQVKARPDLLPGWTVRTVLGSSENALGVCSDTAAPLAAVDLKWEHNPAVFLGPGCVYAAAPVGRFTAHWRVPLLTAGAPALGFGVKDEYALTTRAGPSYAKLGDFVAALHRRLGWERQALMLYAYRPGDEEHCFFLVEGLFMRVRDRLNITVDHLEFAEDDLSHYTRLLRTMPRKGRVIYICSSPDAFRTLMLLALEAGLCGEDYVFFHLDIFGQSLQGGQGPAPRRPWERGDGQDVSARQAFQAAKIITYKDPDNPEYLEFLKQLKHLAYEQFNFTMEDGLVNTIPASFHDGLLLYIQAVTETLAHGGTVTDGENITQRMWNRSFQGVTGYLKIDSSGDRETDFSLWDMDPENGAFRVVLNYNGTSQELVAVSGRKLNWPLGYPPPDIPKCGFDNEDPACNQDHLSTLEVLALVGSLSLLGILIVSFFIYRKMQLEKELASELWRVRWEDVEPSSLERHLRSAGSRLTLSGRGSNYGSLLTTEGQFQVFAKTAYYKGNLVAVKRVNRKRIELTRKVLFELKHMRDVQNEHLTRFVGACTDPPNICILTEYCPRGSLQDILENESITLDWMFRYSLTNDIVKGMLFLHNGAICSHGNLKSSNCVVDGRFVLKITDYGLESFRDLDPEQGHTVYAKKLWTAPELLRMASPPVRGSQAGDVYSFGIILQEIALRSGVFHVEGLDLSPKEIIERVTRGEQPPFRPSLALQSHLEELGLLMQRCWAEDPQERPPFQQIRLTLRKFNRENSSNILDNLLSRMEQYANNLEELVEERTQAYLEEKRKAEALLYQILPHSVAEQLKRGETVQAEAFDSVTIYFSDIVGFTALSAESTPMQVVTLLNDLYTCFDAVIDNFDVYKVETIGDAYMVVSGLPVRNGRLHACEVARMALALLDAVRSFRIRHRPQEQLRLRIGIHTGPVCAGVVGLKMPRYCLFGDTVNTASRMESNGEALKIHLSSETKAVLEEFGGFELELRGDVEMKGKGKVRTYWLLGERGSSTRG
# * marks the source's active call; other numbers are inactive results; / = not tested or not shown.
SMILES,ASAP1 inh,PG9 Ab binder,SMARCA2 act,rCAG binder,GC-B act,ARFGAP1 inh,HTRA1 inhibitor,NR1D1 modulator,mABHD4 FP,GC-A act
Cc1ccc(Oc2nnc(-c3ccccc3)c3ccccc23)cc1,8,0.0,-2,-8,1,7,-13,-5,2,1
CCN(CC(=O)Nc1c(F)cccc1F)C(=O)c1ccc(-n2cncn2)c([N+](=O)[O-])c1,-9,1.9,-2,-1,0,16,3,-3,-1,-1
O=Cc1cccn1-c1nccc(-c2ccco2)n1,-4,-2.6,-1,4,-10,13,-1,-4,-2,-12
CC(=O)N1CCN(C(=O)c2cc(-c3ccc(C)o3)nc3ccccc23)CC1,-6,3.0,-1,2,6,5,-1,-2,9,8
O=C(Nc1cccc(Cl)c1)c1cncn1-c1ccc(F)cc1,12,-1.5,-2,5,-12,-19,-32,2,-2,-8
C#CC(CC)(CC)NC(=O)NC1CCCCC1,2,-1.2,2,0,-3,3,-1,-5,-6,0
Cc1cccc(C)c1NC(=O)CN(C)C(=O)CCC(=O)c1ccccc1,-4,0.6,-1,4,5,-2,-5,-5,-3,1
Cc1ccc2nc(NC(=O)C3CCN(S(=O)(=O)c4cc([N+](=O)[O-])ccc4Cl)CC3)sc2c1,-6,1.3,-5,20,1,-3,-26,-4,-17,3
O=C(COc1ncnc2ccccc12)NCCC1=CCCCC1,9,1.3,-1,1,0,-2,-7,-3,-1,0
COC(=O)Cc1cc(=O)oc2cc(O)ccc12,-10,1.2,-2,0,4,2,-1,-11,11,6
CCOC(=O)C1=C(COC(=O)c2cccs2)NC(=O)NC1C (configuration not stated),-7,0.5,3,-3,5,-5,0,-2,-2,6
CC(=O)C[C@H](O)CC(=O)[C@@H]1OC(=O)CCCCCc2ccccc21,4,-0.8,-4,5,1,-2,0,-4,4,5
C=C1c2cc(C)c(C)cc2NC(=O)N1c1ccccc1,-10,-1.0,3,4,2,2,-7,2,-2,0
O=C(CSc1ccc2c(c1)OCCO2)Nc1ccccc1,1,-1.1,-1,0,-6,-5,8,2,0,3
CC(C)(C)C(=O)Nc1nc(=S)ss1,8,0.5,0,0,1,-5,-2,-3,6,5
Cc1cccc2cc(C#N)c(NCCNC(=O)NC3CCCCC3)nc12,16,1.1,4,0,-6,1,-1,62*,-6,-13
COc1ccc(/C(O)=C2\C(=O)C(=O)N(c3cc(C)on3)C2c2ccccc2OC)cc1C (configuration not stated),8,2.0,-1,12,-2,3,5,0,-3,0
COc1cccc(CNC(=O)c2cc3ccccn3n2)c1,2,-1.1,4,-1,-3,-8,-8,-5,-4,2
O=S(=O)(c1cccs1)N1CCN(c2ccc(Cl)cc2)CC1,-15,-0.6,-3,0,-4,15,-2,7,0,1
C/C=C(\C)C(=O)Nc1cccc(C2=NOC3(C2)C[C@@H](C(N)=O)N(C(=O)c2ccccc2C(=O)c2ccccc2)C3)c1 (some centres not stated),17,0.4,-2,6,0,16,-22,0,-3,2
CCCc1cc(NCc2ccccn2)n2nc(C)c(-c3ccccc3)c2n1,3,-0.5,-6,-6,-5,-11,/,-7,13,-6
O=S(=O)(c1ccc(N2CCCC2)nc1)N1CCOCC1,4,-2.2,2,0,7,-1,1,5,1,4
O=C(CSc1nc2ncccc2[nH]1)NC1CCCCC1,6,-2.2,5,-1,4,-2,8,-2,-6,-1
Cn1c(N)c(C(=O)COC(=O)Cc2ccc(Cl)cc2Cl)c(=O)n(C)c1=O,7,1.4,-2,-1,1,0,-7,-2,-4,17
COc1ccc(C(=O)NC(=S)Nc2ccc(CN3CCOCC3)cc2)cc1Cl,3,-1.6,-2,-5,3,15,-7,-1,-4,5
Cc1ccc(NC(=O)C2CCN(C(=O)NC3CCCCC3)CC2)c(C)c1,2,-0.5,-2,1,3,11,-1,-6,6,4
CCNC(=O)CC1C(=O)N(c2ccccc2)C(=O)N1CCC(C)C (configuration not stated),7,2.8,-2,6,3,9,1,4,-24,-1
Cc1ccc(NC(=O)COC(=O)CNC(=O)c2ccc3ccccc3c2)c([N+](=O)[O-])c1,2,-2.0,1,-2,1,-5,-12,4,1,0
O=C(CSCc1ccc(Cl)cc1)NN=C1CCCC1,0,1.0,-3,10,2,-6,-12,4,-7,-1
COCC(=O)Oc1c(S(=O)(=O)c2ccccc2)c(C)nn1C(C)(C)C,-3,-0.7,5,0,2,15,-3,-1,-5,6
COc1ccc(CCNS(=O)(=O)c2cn(C)nc2C)cc1,10,-0.9,-3,0,2,10,1,-7,1,1
CCn1c(CNC(=O)COc2ccc(C(C)C)cc2)nnc1SCC(=O)Nc1ccccc1C(C)C,-12,-1.5,0,-9,2,9,-11,-2,3,1
COc1ccc(CCNC(=O)CSc2nnc(C(C)N(C)C)n2Cc2ccccc2)cc1OC (configuration not stated),-3,-0.3,7,-8,1,21,3,1,1,2
COc1ccccc1NC(=S)NC12CN3CN(CN(C3)C1)C2,-7,-0.2,-7,7,-2,-8,9,0,3,-3
Cc1ccc(S(=O)(=O)N(C)C)cc1NC(=O)COC(=O)Cc1n[nH]c(=O)c2ccccc12,7,-3.0,-1,6,1,0,-3,-5,0,-2
CN1CCN(c2nnc(-c3ccc(F)cc3)c3ccccc23)CC1,-8,-1.2,0,-1,-6,-6,-3,1,-3,0
O=C(NCCc1cccc(Cl)c1)c1ccc(Cl)c([N+](=O)[O-])c1,4,-0.8,1,-1,18,5,-14,9,-23,26
Cc1ccc(C)c(Cn2nnc3c(=O)[nH]c(C(=O)NCc4ccco4)nc32)c1,11,-0.4,-1,26,2,-14,-4,5,3,4
Cc1cc(C)cc(N(C(C)C(=O)NC2CCCC2)S(C)(=O)=O)c1 (configuration not stated),7,-1.3,-1,-1,1,-2,-3,-3,2,1
CCC(CC)c1nnc(NC(=O)COc2ccc3c(c2)OCO3)s1,7,-0.2,-3,3,2,1,0,-5,-7,6
O=C(Nn1c(SCc2ccc(F)cc2)nc2ccsc2c1=O)c1ccccc1,9,-2.9,-1,29,6,13,-18,6,-30,-4
COc1ccc([C@H]2/C=C\CN(C(=O)CC(C)(C)C)[C@@H](C)C(=O)N2Cc2ccc(F)cc2)cc1,-9,-0.6,0,-9,-3,9,-3,4,-5,-4
O=C(c1ccco1)N1CCN(C(c2ccccc2F)c2nnnn2CC2CCCO2)CC1 (configuration not stated),7,0.4,0,-9,9,5,1,-7,9,-1
COc1ccc(-n2cc(CNCCc3ncc(C)[nH]3)c(-c3ccccc3Cl)n2)cc1,1,0.0,-2,-1,2,1,/,-1,8,-1
CC(C)c1ccc(NC(=O)CCNS(=O)(=O)c2cccc3nsnc23)cc1,7,-1.4,2,1,-1,-5,-3,0,-12,5
CCCCn1c(N)c(N(CC(C)C)C(=O)c2cccs2)c(=O)[nH]c1=O,-6,-0.5,-2,0,2,12,1,5,-3,0
CCOc1ccc(CCNC(=O)COC(=O)CNC(=O)c2ccc(Br)o2)cc1OCC,-13,2.8,-1,-4,1,-3,1,-1,2,-1
COC(=O)c1ccc(OC(=O)C2CSC3(C)CCC(=O)N23)cc1 (configuration not stated),8,1.4,-2,0,-5,-6,2,-4,-10,4
COCCCn1c(C(=O)NCCC2=CCCCC2)cc2c(=O)n3cccc(C)c3nc21,-2,1.0,-1,1,1,2,-4,62*,-1,7
Cn1c(=O)n(-c2ccc(Cl)cc2)c(=O)c2c3c(sc21)COC(C)(C)C3,6,1.1,-2,-4,1,-2,7,0,-1,-4
COC(=O)C1=CN(Cc2ccc(OC)c(OC)c2)C=C(C(=O)OC)C1c1cccs1,-3,-1.5,-1,-5,-4,2,1,-6,-2,-7
O=C(Nc1ccnn1C1CCN(C(=O)c2ccc(C(F)(F)F)cc2)CC1)C1CC1,-5,1.1,-1,-3,3,3,4,0,-8,9

# 12 of these compounds, reformatted.
# Below each SMILES – ASAP1 inh | PG9 Ab binder | SMARCA2 act | rCAG binder | GC-B act | ARFGAP1 inh | HTRA1 inhibitor | NR1D1 modulator | mABHD4 FP | GC-A act
> O=C(Nn1c(SCc2ccc(F)cc2)nc2ccsc2c1=O)c1ccccc1
  9 | -2.9 | -1 | 29 | 6 | 13 | -18 | 6 | -30 | -4
> COc1ccc([C@H]2/C=C\CN(C(=O)CC(C)(C)C)[C@@H](C)C(=O)N2Cc2ccc(F)cc2)cc1
  -9 | -0.6 | 0 | -9 | -3 | 9 | -3 | 4 | -5 | -4
> O=C(c1ccco1)N1CCN(C(c2ccccc2F)c2nnnn2CC2CCCO2)CC1 (configuration not stated)
  7 | 0.4 | 0 | -9 | 9 | 5 | 1 | -7 | 9 | -1
> COc1ccc(-n2cc(CNCCc3ncc(C)[nH]3)c(-c3ccccc3Cl)n2)cc1
  1 | 0.0 | -2 | -1 | 2 | 1 | / | -1 | 8 | -1
> CC(C)c1ccc(NC(=O)CCNS(=O)(=O)c2cccc3nsnc23)cc1
  7 | -1.4 | 2 | 1 | -1 | -5 | -3 | 0 | -12 | 5
> CCCCn1c(N)c(N(CC(C)C)C(=O)c2cccs2)c(=O)[nH]c1=O
  -6 | -0.5 | -2 | 0 | 2 | 12 | 1 | 5 | -3 | 0
> CCOc1ccc(CCNC(=O)COC(=O)CNC(=O)c2ccc(Br)o2)cc1OCC
  -13 | 2.8 | -1 | -4 | 1 | -3 | 1 | -1 | 2 | -1
> COC(=O)c1ccc(OC(=O)C2CSC3(C)CCC(=O)N23)cc1 (configuration not stated)
  8 | 1.4 | -2 | 0 | -5 | -6 | 2 | -4 | -10 | 4
> COCCCn1c(C(=O)NCCC2=CCCCC2)cc2c(=O)n3cccc(C)c3nc21
  -2 | 1.0 | -1 | 1 | 1 | 2 | -4 | 62* | -1 | 7
> Cn1c(=O)n(-c2ccc(Cl)cc2)c(=O)c2c3c(sc21)COC(C)(C)C3
  6 | 1.1 | -2 | -4 | 1 | -2 | 7 | 0 | -1 | -4
> COC(=O)C1=CN(Cc2ccc(OC)c(OC)c2)C=C(C(=O)OC)C1c1cccs1
  -3 | -1.5 | -1 | -5 | -4 | 2 | 1 | -6 | -2 | -7
> O=C(Nc1ccnn1C1CCN(C(=O)c2ccc(C(F)(F)F)cc2)CC1)C1CC1
  -5 | 1.1 | -1 | -3 | 3 | 3 | 4 | 0 | -8 | 9

# Screening results (PubChem BioAssay)
